MBD2 DNA inh = MBD2-methylated oligo binding inhibition | Q9UBB5 | TR-FRET, MBD2 binding to methylated oligonucleotide | inhibition, % at 4.4 µM | hit rate 0.31% among 370,000 | AID 686964; in the data active = inhibition above about 13%
PLCb3 inh = blocks human PLC-beta3 enzyme activity | Q01970 | Purified PLC-beta3, fluorogenic substrate, fluorescence | inhibition, % at 12.2 µM | hit rate 0.18% among 370,000 | AID 720704; in the data active = inhibition above about 11%;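 also: 0% = median of compound wells on plate and 100% = full blocker control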
UHRF1 MBD2 ctr = UHRF1 methyl-DNA binding inhibition. hit rate 0.75% among 370,000. UHRF1 binding to methylated oligo, TR-FRET. Q96T88. inhibition, % at 4.4 µM; in the data active = inhibition above about 21%;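 also: UHRF1 SRA domain binding a hemimethylated CpG hairpin DNA probe; 0% = median of test compound wells and 100% = reference inhibitor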
PLCg1 inh = blocks human PLC-gamma1 enzyme activity; AID 720700; inhibition, % at 12.2 µM; purified PLC-gamma1, fluorogenic substrate, fluorescence; P19174; hit rate 0.84% among 370,000; in the data active = inhibition above about 9.5%
ASAP1 GAP inh = inhibitors of human ASAP1 ArfGAP activity. Q9ULH1. ASAP1-stimulated ARF1 GTP hydrolysis, GDP FP detection. inhibition, % at 16.5 µM. hit rate 0.19% among 360,000. AID 624377; in the data active = inhibition above about 25%;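 also: 0% = vehicle with enzyme and substrate and 100% = no enzyme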
ADAM17 inh = inhibitors of human ADAM17 | P78536 | recombinant ADAM17, EDANS/DABCYL FRET peptide cleavage | inhibition, % at 6.95 µM | hit rate 0.83% among 370,000 | AID 720648;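 active = inhibition above the mean of compounds lying between control limits plus 3 SD, set per campaign, cut at about 8.5% in these data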;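 also: 0% = DMSO-only wells as the low control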
proKLK7 act = proKLK7 (human) activation, primary screen; P49862; activation, % at 7 µM; purified proKLK7, EDANS-DABCYL substrate fluorescence; 100% is mature enzyme control, 0% vehicle; hit rate 0.9% among 370,000;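 active = activation above the mean of all tested compounds plus 3 SD, computed per campaign excluding outliers beyond control limits, cut at about 13% in these data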
DDE Tn7 FP inh = DD(E)-Tn7 binding inhibition, primary FP screen. hit rate 0.13% among 370,000. P02675. inhibition, % at 8.3 µM. FP displacement of FITC-Tn7 peptide from fibrin DD(E); 0% = median of compound wells per plate;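 active = inhibition above the mean of compounds falling within the control limits plus 3 SD of them, cut at about 14% in these data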;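 also: 0% = plate median of compound wells and 100% = 10 µM Aha-Tn7 peptide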
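Assay system: Human clot-derived fibrin DD(E) complex | Buffer or medium: Tris/NaCl/CaCl2 buffer, pH 7.8 | Repeats: One replicate per compound | Benchmarks: Aha-Tn7 high control | Measure: % inhibition scaled between sample-field median and high-control FP | Schedule: 10 min plus 3 h, room temperature | Signal: Fluorescence polarization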
ARFGAP1 inh = inhibitors of rat ARFGAP1; Q62848; Arfgap1-stimulated ARF1 GTP hydrolysis, GDP FP detection; inhibition, % at 16.5 µM; hit rate 0.26% among 360,000; AID 651572;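 active = inhibition above a per-plate limit, mean inhibition of low control wells plus 3 SD, cut at about 25% in these data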;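 also: 0% = DMSO wells with enzyme and 100% = wells lacking Arfgap1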
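Material: rat Arfgap1 catalytic domain, aa 1-136; also added: human ARF1(Δ1-17)-GTP substrate; compound dosing: one concentration, 16.5 µM, DMSO 1.26%; incubation: GTP hydrolysis reaction 2 h at 25 °C; measured by: Tracer-displacement fluorescence polarization with EDTA stop, 620/688 nm; evaluation: % inhibition from polarization; repeats: one replicate per compound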
DDE Tn6 FP inh = inhibitors of Tn6 peptide binding to human fibrin DD(E) | inhibition, % at 8.3 µM | AID 720509 | Fibrin DD(E) TRITC-Tn6 fluorescence polarization displacement | hit rate 0.21% among 370,000 | P02675;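 active = inhibition above a per-campaign cutoff: mean of compounds within control limits plus 3 SD, cut at about 15% in these data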;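 also: 0% = median of all compound wells on the plate and 100% = blocking peptide control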
Numbers without * were called inactive; / = no result given.

SMILES	MBD2 DNA inh	PLCb3 inh	UHRF1 MBD2 ctr	PLCg1 inh	ASAP1 GAP inh	ADAM17 inh	proKLK7 act	DDE Tn7 FP inh	ARFGAP1 inh	DDE Tn6 FP inh
Cc1scc(-c2n[nH]c(=S)n2C(C)c2ccccc2)c1C (configuration not stated)	2.8	0.2	-2.6	1.1	-4.5	3.2	0.1	-1.8	8.3	4.3
CC1CCCN(C(=O)C(C)Sc2nc(-c3ccccc3)cc(C(F)(F)F)n2)C1 (configuration not stated)	-0.5	-0.2	0.1	-2.6	9.4	1.5	-0.1	-7.3	-10.4	0.2
CN(Cc1ccccc1)C(=O)N1CCOCC1	5.0	-1.1	2.6	1.1	0.9	-6.0	0.1	7.6	-8.0	4.1
Cc1cc(F)ccc1S(=O)(=O)Nc1ccccc1C(=O)N1CCCC1	1.4	-6.1	-0.7	1.7	2.5	-6.9	-0.1	-1.5	-5.9	3.5
CCN(CC(=O)NCC1CCCO1)S(=O)(=O)c1ccc(Cl)cc1 (configuration not stated)	-0.7	-2.9	-1.3	2.6	-5.3	0.1	-0.1	-0.1	-16.1	0.2
Cc1nnc(C)n1N=Cc1ccc(O)cc1O	-1.4	-13.7	-1.3	-9.5	/	-7.0	-2.2	-2.3	/	-6.4
CCN(CCCNC(=O)Cn1ncc2c([nH]c3ccc(C)cc32)c1=O)c1ccccc1	1.7	0.0	2.5	0.1	12.0	-3.5	0.5	-2.0	7.2	-0.4
COc1ccc(N2CCN(C(=O)CCC(=O)N3Cc4ccccc4Oc4ncccc43)CC2)cc1	2.3	-10.6	2.6	-1.5	5.5	-5.2	1.0	-3.1	1.9	3.3
Cc1ccc(Cn2nnc3c2-c2ccccc2S(=O)(=O)N(C2CC2)C3)cc1	-4.6	-0.4	0.0	-2.4	/	-0.6	-0.5	1.1	/	6.3
C=CCNC(=S)N1CCN(CCN=CC2=C(O)CC(c3ccco3)CC2=O)CC1 (configuration not stated)	0.1	-1.9	-3.1	-2.4	3.9	-5.6	-0.5	-0.3	-10.3	-10.5
O=C(COc1ccc(Cl)cc1)NNC(=O)c1ccc(=O)[nH]c1	-0.8	2.1	1.5	4.4	10.3	-0.7	-0.8	2.4	0.5	5.3
CC1CN(S(=O)(=O)c2cccc(C(=O)N=c3sccn3C)c2)CC(C)O1 (configuration not stated)	-1.0	-11.0	1.6	-9.4	3.7	-1.1	0.0	-5.2	10.7	-0.1
COc1cc(O)c(C(CC(=O)N2CCC(C)CC2)c2ccc3c(c2)OCO3)c(OC)c1 (configuration not stated)	0.1	-1.5	1.6	-5.1	/	-2.7	/	-1.0	/	4.1
CCn1c(SCC(=O)O)nnc1-c1ccccc1	-4.5	2.1	-0.8	1.8	-9.8	3.0	-0.3	2.4	-11.2	-3.0
CCC(C(=O)Nc1cc(OC)c(NC(=O)c2ccccc2)cc1OC)c1ccccc1 (configuration not stated)	5.0	-6.8	-0.3	1.4	12.7	-1.2	0.0	-1.0	-13.3	4.1
CC1(C)Cc2ccccc2C(N/N=C/c2ccc(Cl)cc2)=N1	-4.0	-1.4	-3.8	-3.8	-5.8	-2.1	-0.5	7.5	-5.2	4.0
N#Cc1ccc(OCC(=O)OCC(=O)NCCC2=CCCCC2)cc1	3.4	-3.5	6.3	-1.5	-3.7	-5.0	-0.1	11.6	-15.4	6.1
COc1ccc([N+](=O)[O-])cc1N(CC1CO1)S(=O)(=O)c1ccc(C)cc1 (configuration not stated)	-6.8	4.3	1.0	-0.7	6.9	1.4	0.1	-3.5	5.5	-10.5
CCCCn1c(SCC(=O)Nc2cccc(OC)c2)nc2ccc(N3CCOCC3)cc2c1=O	-0.5	-497.4	-2.7	-409.1	1.5	-21.6	12.1	7.4	-3.9	-5.5
O=C(NCc1cccnc1)/C(=C/c1ccccc1)NC(=O)c1ccccc1	6.4	-6.5	0.4	4.5	-1.6	-7.3	0.0	0.7	11.9	-5.2
CCOC(=O)C1CCCN(C(=O)c2ccc3oc(Cc4ccccc4)nc3c2)C1 (configuration not stated)	5.2	-3.8	2.6	-0.4	-0.2	-1.6	-0.3	5.4	-1.2	0.5
